From PubChem
PI4K2A block: PI4K2A (human) kinase inhibition; Q9BTU6; purified PI4K2A, ADP-Glo luminescence, 1 h; stronger effect = lower value; activity change, negative = inhibition, % at 76.9 µM; 420,000 compounds, 0.13% hits; AID 1346378; in the data active = activity change below about -50%; inconclusive = mostly about -30% to -49%;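 note: -100% = wells without enzyme as full effect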
Target sequence (Q9BTU6 whole entry, looked up): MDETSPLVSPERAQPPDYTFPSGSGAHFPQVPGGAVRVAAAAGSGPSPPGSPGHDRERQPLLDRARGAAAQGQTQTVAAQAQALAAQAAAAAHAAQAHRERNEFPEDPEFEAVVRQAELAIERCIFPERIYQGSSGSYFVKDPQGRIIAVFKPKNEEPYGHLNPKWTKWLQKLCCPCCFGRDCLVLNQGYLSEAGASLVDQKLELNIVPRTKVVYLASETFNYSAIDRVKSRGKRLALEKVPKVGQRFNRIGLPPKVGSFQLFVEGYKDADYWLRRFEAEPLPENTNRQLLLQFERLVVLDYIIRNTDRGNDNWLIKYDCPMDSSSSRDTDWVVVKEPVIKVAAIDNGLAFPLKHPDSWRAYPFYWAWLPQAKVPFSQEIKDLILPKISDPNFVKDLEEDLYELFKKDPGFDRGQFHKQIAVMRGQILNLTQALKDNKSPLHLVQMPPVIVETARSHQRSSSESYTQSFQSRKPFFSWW
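ADP-Glo luminescence measured ADP generated by PI4K2A enzyme (4 ug/mL before mixing) with 1.2 mM PI substrate (pre-mix) and 300 microM ATP (pre-mix). Tris pH7.5 buffer with MgCl2, Triton X-100; 1 h reaction at ambient temperature.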
* = called active by the depositor; ? = inconclusive. An excerpt (hit frequency here may not be typical).

SMILES	PI4K2A block
Cc1ccc2cc(NC(=O)C3(C)CCN3C(C)C)ccc2n1 (stereo unspecified)	0
O=C1NC[C@@H](CCCCN2C[C@H](Cc3ccc(O)cc3)N(CCc3ccccc3)C(=O)C2=O)N(CCc2ccc(O)cc2)C1=O	6
O=C(Nc1ccccc1)c1cc(C2CCCN(C(=O)c3cccs3)C2)on1 (stereo unspecified)	-1
CC(C)CN1C(=O)CSCC1(C)C(=O)NC(C)C (stereo unspecified)	1
COc1ccc(NC(=O)c2cc(-c3cc(F)ccc3OC(C)C)n[nH]2)c(C)c1	-1
O=C(NCc1ccccc1)C1C(c2ccccc2)=Nc2ccccc2N1C(=O)c1cccnc1 (stereo unspecified)	-4
CCN(C)C1CN(Cc2cn(Cc3ccc(F)cc3)nn2)S(=O)(=O)C1 (stereo unspecified)	-1
COc1ccc(Cc2c(C3CCCCC3)nc3c(C)cc(Br)cn23)c(C)c1	-3
CN(CCc1ccccn1)C(=O)c1ccc2c(c1)ncn2C1CCCCC1	-10
COc1cccc(-c2cnc(C(O)c3cccc(CN4CCCCC4)c3)[nH]2)c1 (stereo unspecified)	2
COc1ccc(C2Nc3ccccc3C(=O)N2Cc2cccs2)cc1COc1c(C)cccc1C (stereo unspecified)	-3
CCc1ccc([C@@H]2CC(=O)[C@@H]3CN(S(=O)(=O)c4ccc(C)cc4)[C@H](c4ccc(Cl)cc4)C[C@@H]3N2S(=O)(=O)c2ccc(C)cc2)cc1	0
OC(c1ccc(F)cc1)c1nc(-c2ccc(F)c(Cl)c2)cs1 (stereo unspecified)	-2
O=C(NCCc1cccs1)Nc1nnc([C@H]2C[C@H](O)[C@@H](CO)O2)s1	-7
C[C@@H](c1ccccc1)N1C[C@@H](COCc2ccccc2)Oc2cc(N3CCC[C@@H]3CO)ccc2S1(=O)=O	-2
Cc1cccc(-c2cnc(C(O)c3cc(C)cc(C)c3)[nH]2)c1 (stereo unspecified)	9
C=CCC[C@@H](CCCCC)OC(=O)/C=C/[C@@H](O)[C@H](O)C[C@H](O)CC=C	2
CCOC(=O)[C@]12CCC=C1N(Cc1cccc3ccccc13)C(=O)[C@H](CC(=O)NCC1CCCCC1)C2	6
C[C@@H](c1ccccc1)N1C[C@H](COCc2ccccc2)Oc2cc(N3CCC[C@H]3CO)ccc2S1(=O)=O	-2
COc1ccc(Oc2c(-c3cccs3)cnn(-c3ccc(C)cc3)c2=O)cc1	-7
CCCCN(C)c1c(C)nc2ccc(C(=O)NCc3cccs3)cn12	-6
O=C(NCc1ccccc1)C1C(c2ccc3c(c2)OCO3)=Nc2ccccc2N1C(=O)c1cccc(C(F)(F)F)c1 (stereo unspecified)	3
Clc1cccc(CNc2ccn3nc(-c4ccc(OCCN5CCOCC5)cc4)cc3n2)c1	5
CCCCNC(=O)C1(C)CCC(=O)N1CC(F)(F)F (stereo unspecified)	-2
CC1(C(=O)Nc2cccc(C#N)c2)CCN1C(=O)c1ccccc1CCc1ccccc1 (stereo unspecified)	-13
COc1ccc(-c2csc(C(O)c3cccc(Cl)c3)n2)cn1 (stereo unspecified)	-5
Cc1ccc(-n2c(SCc3ccc(Cl)c(Cl)c3)nnc2-c2ccc(C(C)(C)C)cc2)cc1	1
CC(C)(C)[C@H](NC(=O)c1cc(Cl)cc(Cl)c1)C(=O)N1CCC[C@H]1C(=O)N[C@H](C#N)CC(=O)O	-6
CC(=O)NC(c1ccc(F)c(F)c1)c1nc(-c2cnn(C)c2)cs1 (stereo unspecified)	-4
O=C(OCc1cn(Cc2ccc(F)c(F)c2)nn1)N1CCOCC1	-11
CCc1nc2ccc(C(=O)Nc3cccc(OC)c3)cn2c1N(CC)CCOC	0
N#Cc1ccc(NCCCN2CCC(C(O)(c3ccccc3)c3ccccc3)CC2)cc1	-5
CS(=O)(=O)CCNCc1ccc(-c2ccc3ncnc(Nc4ccc(OCc5cccc(F)c5)c(Cl)c4)c3c2)o1	1
COC(=O)[C@@]12C[C@@H](CC(=O)NCC3CCCCC3)C(=O)N(Cc3cccc4ccccc34)C1=CCC(C)(C)C2	2
Cc1ccc(CN2C(=O)CN(S(C)(=O)=O)CC2(C)C(=O)NC(C)C)cc1 (stereo unspecified)	4
Cn1c2cc(S(C)=O)sc2c2cnn(Cc3cccc(N)c3)c(=O)c21 (stereo unspecified)	-28
CC1(C(=O)NS(=O)(=O)c2cccc(F)c2)CCN1C(=O)Cc1cccc2ccccc12 (stereo unspecified)	2
Cc1ccc2c(c1)-c1c(cnn1CC(=O)NCCc1ccccc1F)CO2	-1
CCCCNS(=O)(=O)CC1NCc2ccc(C)cc21 (stereo unspecified)	-4
O=C(Nc1ccc(F)cc1F)c1cc(-c2ccc(Cl)cc2)nc2ccccc12	3
O=C(C[C@@H]1C=C[C@H](NC(=O)Cc2ccccn2)[C@@H](CO)O1)NCCc1ccccc1	0
CCCS(=O)(=O)NC(=O)C1(C)CCCN(C(=O)c2ccc3snnc3c2)C1 (stereo unspecified)	-4
O=S(=O)(c1sccc1Br)n1c(CN2CCOCC2)nc2ccccc21	1
COCCCNc1nccn2ccnc12	1
CCOC(=O)[C@]12CCCC=C1N(CCC1=CCCCC1)C(=O)[C@H](CC(=O)NCc1ccc(OC)c(OC)c1)C2	8
Cc1ccc(C)c(NCCCCCCCC(=O)O)c1	-1
COC(=O)[C@@]1(Cc2ccc(F)cc2)[C@H]2c3cc(C(=O)N4CCCC4)n(C)c3C[C@H]2CN1C(=O)c1ccccc1	5
Cc1ccc2c(c1)C1CS(=O)(=O)N(C3CCCC3)CN1C2 (stereo unspecified)	-4
COc1cccc(CNC(=O)[C@@H]2CCCN2C(=O)[C@@H]2CCCN2C(=O)c2ccccc2)c1	1
O=C(CSc1nnc(-c2ccccc2)n1-c1ccccc1)Nc1ccccc1-c1ccccc1	3
CCCNC(=O)c1cc(C2CCCN(C(=O)c3ccc(NC(C)=O)cc3)C2)on1 (stereo unspecified)	3
COc1ccc(CNC(=O)C2(C)Cc3c(-c4ccccc4)ccnc3O2)cc1OC (stereo unspecified)	0
CCNC(=O)C1(C)CCCN(C(=O)c2ccc(C(F)(F)F)nc2C)C1 (stereo unspecified)	1
CC[C@@H](CCCc1ccc(F)cc1)CN(Cc1ccc(OC)cc1)S(=O)(=O)c1ccc(C)cc1	2
COC(=O)C1(C(=O)OC)c2ncccc2N(S(=O)(=O)c2ccc(C)cc2)C1CC(=O)c1ccccc1 (stereo unspecified)	-6
CCOC(=O)[C@]12CCCC=C1N(Cc1ccco1)C(=O)[C@H](CC(=O)N1CCOCC1)C2	-3
C#CCOCCOCCOCCNc1nc(N2CCN(C(=O)[C@H](CCCCN)n3cc([C@@H](N)CC(C)C)nn3)CC2)nc(N2CCN(C(=O)[C@H](Cc3cc4ccccc4[nH]3)n3cc([C@@H](N)CC(C)C)nn3)CC2)n1	-10
CN(C)CCNC(=O)c1cccc(-c2cccc3nccn23)c1	0
COc1ccc(Cc2c(C(C)(C)C)nc3c(C)cc(Br)cn23)c(C)c1	-10
O=C(Nc1ccc2c(c1)OCCO2)C1c2ccccc2OCC(=O)N1CCCN1CCOCC1 (stereo unspecified)	2

Some of the entries so far, with each value named:
Cc1ccc(C)c(NCCCCCCCC(=O)O)c1
  PI4K2A block: -1
COC(=O)[C@@]1(Cc2ccc(F)cc2)[C@H]2c3cc(C(=O)N4CCCC4)n(C)c3C[C@H]2CN1C(=O)c1ccccc1
  PI4K2A block: 5
Cc1ccc2c(c1)C1CS(=O)(=O)N(C3CCCC3)CN1C2 (stereo unspecified)
  PI4K2A block: -4
COc1cccc(CNC(=O)[C@@H]2CCCN2C(=O)[C@@H]2CCCN2C(=O)c2ccccc2)c1
  PI4K2A block: 1

Later entries.
SMILES	PI4K2A block
Cc1oc(-c2ccc(Cl)cc2)cc1C(=O)N1CCC1(C)C(=O)O (stereo unspecified)	-5
CC[C@@]1(c2ccccc2)NC(=O)N(C)C1=O	0
CCCCC[C@@H](C)N1C[C@H](COCc2ccccc2)Oc2cc(N3CC[C@@H](N(C)C)C3)ccc2S1(=O)=O	2
O=C(NCc1ccccc1)C1(C(=O)C2CC2)CC(c2ccccc2C(F)(F)F)=NO1 (stereo unspecified)	4
C/C(C=NNC(=O)c1cc(-c2ccc(Cl)cc2)n[nH]1)=C\c1ccccc1	-3
O=C(c1ccccc1)n1c2ccccc2c(=O)n1-c1ccccc1CCl	9
c1cc(-c2nnc3n2N=C(c2ccc4c(c2)OCO4)CS3)ccn1	0
CCCS(=O)(=O)NC(=O)C1(C)CCCN(C(=O)c2cc(OC)ccc2Br)C1 (stereo unspecified)	-4
COc1ccc(OC)c(NC(=O)C2(C)CCN2Cc2ccc(SC)cc2)c1 (stereo unspecified)	-5
O=C(C[C@@H]1C=C[C@H](NS(=O)(=O)c2ccccc2F)[C@@H](CO)O1)NCCCN1CCOCC1	-2
CN1CCN(C2CN(Cc3cn(Cc4ccccc4F)nn3)S(=O)(=O)C2)CC1 (stereo unspecified)	-10
CC[C@H](CO)Oc1cc(NCc2cccc(N)c2)c2ncn(C(C)C)c2c1	?
COc1cccc(CNc2nc3cc(-c4ccccc4C)sc3c(=O)n2C)c1	2
COc1cccc(C(O)c2nc(-c3ccncc3)cs2)c1 (stereo unspecified)	-1
COC(=O)[C@@H](Cc1ccccc1)NC(=O)/C=C/[C@H]1O[C@@H](n2cnc3c(NC(=O)c4ccccc4)ncnc32)[C@H](O)[C@@H]1O	-3
O=C([C@@H]1C[C@H]1c1ccccc1)N1CCC(Oc2cccnc2)CC1	-4
c1ccc(CCNc2ccc3ncc(-c4cccc5ccccc45)n3n2)nc1	-1
O=C1NC[C@@H](CCCCN2C[C@H](Cc3ccc(O)cc3)N(CCc3ccccc3)C(=O)C2=O)N(CC2CCCCC2)C1=O	2
CC(=O)Nc1ccc(-c2ccnc3c2CC(C)(C(=O)NCC2CCOCC2)O3)cc1 (stereo unspecified)	-1
O=C(O)C1CCCN(C(=O)/C=C/c2ccccc2)CC1 (stereo unspecified)	-3
C/C=C/c1ccc([C@@H]2[C@H](CO)N(S(C)(=O)=O)[C@H]2CN(C)C(=O)CC)cc1	-1
Cc1ccc(-n2c(SCC(=O)c3ccc(-c4ccccc4)cc3)nnc2-c2ccc(C(C)(C)C)cc2)cc1	5
COc1ccccc1-c1ccc2c(c1)C(C)(Cc1cccc(C#N)c1)C(=O)N2 (stereo unspecified)	-1
CC(=O)N1CCN(c2cc(C)nc3nc(C)nn23)CC1	-4
CCOC(=O)C1=CCC(c2ccc(CC)cc2)N(S(=O)(=O)c2ccc(C)cc2)C1 (stereo unspecified)	-3
COc1ccc(Cn2ccc3ccc(-c4ccc5ccn(Cc6ccccc6F)c5c4)cc32)cc1	-9
O=C(NCc1ccccc1Cl)c1ccc2nc([C@@H]3O[C@H](CO)[C@H](O)[C@H](O)[C@H]3O)[nH]c2c1	0
FC(F)(F)c1ccccc1Cc1c(-c2cccc(Cl)c2)nc2ccc(Cl)cn12	-2
COc1ccccc1N1CCN(C2C(=O)Nc3ccccc3-n3nnnc32)CC1 (stereo unspecified)	1
CC(C)(C)c1ccc(-c2nnc(SCC(=O)Nc3ccc(S(=O)(=O)Nc4nccs4)cc3)n2-c2ccc(Cl)cc2)cc1	-2
CCNC(=O)C1CCCN(C(=O)c2c(-c3ccccc3)noc2C)CC1 (stereo unspecified)	3
CC(=O)Nc1ccc(NC(=O)C2(C)Cc3c(-c4ccc(NC(C)=O)cc4)ccnc3O2)cc1 (stereo unspecified)	-2
CN1CCN(C2CN(C3CCCC3)S(=O)(=O)C2)CC1 (stereo unspecified)	0
COc1cc(NC(=O)Nc2nnc([C@H]3C[C@H](O)[C@@H](CO)O3)s2)cc(OC)c1OC	-1
COc1ccc(OC)c(S(=O)(=O)NC(=O)C2(C)CCN2C(=O)Cc2ccc(Cl)cc2Cl)c1 (stereo unspecified)	-7
CCOC(=O)C1=C[C@@H](c2ccccc2)N(S(=O)(=O)c2ccc(C)cc2)[C@H]1c1ccccc1Cl	-2
CS(=O)(=O)N1CCC[C@]2(CC[C@H](CCC#N)O2)C1	-2
CCn1c(SCC(=O)Nc2ccccc2-c2ccccc2)nnc1-c1ccc(C)cc1	3
O=S1(=O)c2ccc(N3CCN(Cc4ccccc4F)CC3)cc2Oc2ccccc2CN1Cc1cn(Cc2ccc(F)cc2)nn1	4
c1ccc2c(c1)oc1c(-c3ccc4nccn4c3)cccc12	1
COc1cccc(C(O)c2nc(-c3ccc(OC)nc3)cs2)c1 (stereo unspecified)	0
CC(=O)Nc1cccc(Oc2nc(NC(C)C)nc3cc(-c4ccccc4)sc23)c1	-1
COC(=O)[C@]12C[C@H](CC(=O)NCCc3ccccc3OC)C(=O)N(Cc3cccc4ccccc34)C1=C[C@H](COCc1ccccc1)O[C@@H]2C	1
CCOc1cccc(/C=N\NC(=O)Cc2cccs2)c1O	1
O=C(NCc1ccccc1)C(c1ccc(F)cc1)N1CCN(CCN2CCOCC2)CC1 (stereo unspecified)	3

Random excerpt: 4 records from the list
SMILES	PI4K2A block
CC(=O)Nc1ccc(NC(=O)C2(C)Cc3c(-c4ccc(NC(C)=O)cc4)ccnc3O2)cc1 (stereo unspecified)	-2
CCn1c(SCC(=O)Nc2ccccc2-c2ccccc2)nnc1-c1ccc(C)cc1	3
CCOc1cccc(/C=N\NC(=O)Cc2cccs2)c1O	1
CCNC(=O)C1CCCN(C(=O)c2c(-c3ccccc3)noc2C)CC1 (stereo unspecified)	3
